High-throughput results from PubChem.
TEAD-YAP inh: TEAD-YAP interaction inhibition. AID 1259422. inhibition, % at 9.12 µM. hit rate 1.4% among 640,000. HEK-TIYL cells, TEAD-Gal4/YAP UAS-luciferase luminescence; in the data active = inhibition above about 32%;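 note: 0% = median of test compound wells and 100% = reference inhibitor wells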
MITF inh: inhibitors of human MITF. O75030. AlphaScreen MITF homodimerization, bead proximity signal. inhibition, % at 2.6 µM. hit rate 0.91% among 650,000. AID 1259374; in the data active = inhibition above about 50%;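 note: 0% = vehicle wells with protein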
FBW7 activator: activators of human E3 ligase FBW7; Q969H0; normalized activity (activation), % at 26.1 µM; AlphaScreen FBW7–phospho-cyclin E peptide binding, activator screen; hit rate 0.13% among 650,000; in the data active = normalized activity above about 1.9%;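 note: purified mutant Fbw7 with reduced substrate affinity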
Target sequence (Q969H0 whole entry, looked up): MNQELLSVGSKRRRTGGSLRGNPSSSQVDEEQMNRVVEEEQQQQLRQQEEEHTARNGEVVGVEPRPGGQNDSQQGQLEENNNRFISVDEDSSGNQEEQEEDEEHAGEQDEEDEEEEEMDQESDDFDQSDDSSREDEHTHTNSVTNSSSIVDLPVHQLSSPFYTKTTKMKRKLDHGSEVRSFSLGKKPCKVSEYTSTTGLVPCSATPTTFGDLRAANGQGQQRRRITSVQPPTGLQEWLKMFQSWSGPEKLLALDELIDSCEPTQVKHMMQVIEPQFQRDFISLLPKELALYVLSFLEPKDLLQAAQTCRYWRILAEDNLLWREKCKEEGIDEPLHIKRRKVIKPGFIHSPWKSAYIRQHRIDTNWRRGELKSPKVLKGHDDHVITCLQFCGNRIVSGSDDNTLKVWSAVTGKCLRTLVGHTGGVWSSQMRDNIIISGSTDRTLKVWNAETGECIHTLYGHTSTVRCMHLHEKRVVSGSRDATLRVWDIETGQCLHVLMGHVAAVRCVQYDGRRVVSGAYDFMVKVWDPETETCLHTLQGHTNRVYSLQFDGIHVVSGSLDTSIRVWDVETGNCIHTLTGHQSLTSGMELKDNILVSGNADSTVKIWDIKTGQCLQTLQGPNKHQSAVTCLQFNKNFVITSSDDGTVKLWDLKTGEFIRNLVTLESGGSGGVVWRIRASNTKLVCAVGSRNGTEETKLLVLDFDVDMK
GPR151 ag: human GPR151 activation; PathHunter beta-arrestin GPR151 cells, luminescence; activation, % at 11.2 µM; hit rate 1% among 650,000; AID 1508602; in the data active = activation above about 4.9%;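 note: 0% = median of compound wells and 100% = cells with positive control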
Starred values were filed as active, the others as inactive. Compounds were not picked by outcome; about 3.5% have a hit in one of these screens.

SMILES	TEAD-YAP inh	MITF inh	FBW7 activator	GPR151 ag
CCCn1cnc2cc(NCc3ccc(OC)c(OC)c3)ccc21	-5	-2	-0.2	-1.2
O=C1c2nccnc2C(=O)N1c1c(Cl)cccc1Cl	7	3	0.7	0.0
COc1cc(NC(=O)c2noc(C(C)C)c2[N+](=O)[O-])c(OC)cc1Cl	-9	-8	-0.1	-0.1
CCOC(=O)C(=CNc1ccc(S(=O)(=O)N2CCCC(C)C2)cc1)C(=O)OCC (stereo not given)	2	-2	-0.2	0.0
Cc1cccc(-c2noc(CN(C(=O)c3ccc(Br)o3)C(C)C)n2)c1	0	4	0.0	0.5
CCOC(=O)c1c(-c2ccc(C)cc2)csc1NC(=O)CNCCCO	13	41	0.0	0.6
CC(=O)c1ccc(NC(=O)CN2C(=O)CCSc3ccccc32)cc1	10	13	-0.1	0.2
CC(C)CCN1CCN(Cc2ccccc2O)CC1CCO (stereo not given)	-3	9	0.0	0.9
CC(=O)NC1(c2cccc(C(F)(F)F)c2)CCN(c2cc(N)nc(C)n2)CC1	-1	-2	-0.2	-1.4
CN(C(=O)c1ccc(OC2CCN(C(=O)c3cccnc3)CC2)cc1)C1CCCCC1	16	10	0.3	-0.8
COCCNC(=O)/C(C#N)=C/c1cn(CC(N)=O)c2ccccc12	-1	-4	0.1	2.2
COC(=O)c1ccc(Oc2coc3cc(O)ccc3c2=O)cc1	-7	10	0.0	1.8
CCOC(=O)c1nn(-c2ccc(F)cc2)c(=O)c2c(NC(=O)CCl)scc12	-3	-7	-0.1	1.3
Cc1nc2c(c(=O)[nH]1)CCN(C(=O)CCN1C(=O)C3CCCCC3C1=O)C2 (stereo not given)	2	13	-0.2	0.7
CN(C)c1ccc(C2=CC(C3CC3)=C(C#N)C(=C(C#N)C#N)N2)cc1	-9	6	0.0	-0.1
CCOC(=O)C1=C(C)N=c2s/c(=C\c3cc(Cl)cc(Cl)c3O)c(=O)n2C1c1ccccc1 (stereo not given)	5	29	0.7	-0.5
COc1ccc(OC)c([C@@H]2[C@@H](C(=O)c3ccccc3)N3c4ccccc4C=C[C@@H]3C2(C#N)C#N)c1	-4	6	-0.1	-0.2
CCOC(=O)Cn1c(=O)c(-c2cc(Br)ccc2NC)nc2cc3ccccc3cc21	-2	0	0.0	-1.6
O=C(Cc1cccc(F)c1)NCc1nnc2n1CCN(Cc1cccc3cccnc13)CC2	-12	11	-0.1	-0.7
O=C1C(Sc2ncn[nH]2)=C/C(=N/S(=O)(=O)c2ccc(F)cc2)c2ccccc21	16	9	0.1	-0.8
c1ccc(CN2CCC(Nc3ccnc(N4CCN(c5ccccn5)CC4)n3)CC2)cc1	-5	-9	-0.1	1.6
O=C(CCN1CCc2ccccc2C1)Nc1ccccc1F	-1	3	-0.1	-0.7
N/C(=N\OC(=O)c1ccc(Cl)cc1)c1nonc1N	-2	-3	0.0	1.5
CSc1ccc(C2C3=C(CCCC3=O)OC3=C2C(=O)CCC3)cc1	8	2	-0.3	-0.9
CC1(C)CC(NC(=O)c2ccccc2-c2ccccc2)CC(C)(C)N1	-2	4	0.1	-1.0
Cc1ccc(-n2[nH]c(C)c(C=NCc3ccccc3)c2=O)cc1C	0	8	0.4	-3.1
COc1ccc(NC(=O)c2cc(-c3ccc(O)cc3)on2)cc1	-20	-4	0.0	1.1
CCC(C)(C)C(=O)Nc1cc([N+](=O)[O-])ccc1F	-7	-5	-0.1	1.3
COc1ccc(-c2noc(NCCc3ccccc3)n2)cc1OC	-12	5	0.1	-0.8
CCOC(=O)C1=C(C)N=c2s/c(=C\c3ccc(-c4cccc(C(=O)OC)c4)o3)c(=O)n2C1c1ccc(OC)c(Br)c1 (stereo not given)	-5	3	0.0	-0.7

Record cards, as listed above. Order of screens: TEAD-YAP inh, MITF inh, FBW7 activator, GPR151 ag
CCOC(=O)C1=C(C)N=c2s/c(=C\c3cc(Cl)cc(Cl)c3O)c(=O)n2C1c1ccccc1 (stereo not given) as listed: 5, 29, 0.7, -0.5
O=C1C(Sc2ncn[nH]2)=C/C(=N/S(=O)(=O)c2ccc(F)cc2)c2ccccc21 as listed: 16, 9, 0.1, -0.8
N/C(=N\OC(=O)c1ccc(Cl)cc1)c1nonc1N as listed: -2, -3, 0.0, 1.5

The list continues:
SMILES	TEAD-YAP inh	MITF inh	FBW7 activator	GPR151 ag
COc1cc(OC)c(NC(=O)Cn2ncc3c(=O)oc4ccc(C)cc4c32)cc1Cl	7	2	0.1	-0.4
CC(C)C(OC(=O)C1=Cc2ccccc2OC1)C(=O)NC1CCCC1 (stereo not given)	2	9	-0.1	-0.5
Cc1cc(NCc2nc3ccccc3[nH]2)nc(Nc2ccncn2)n1	-8	-4	-0.1	-1.0
COc1ccccc1CC(=O)N[C@@H](C)Cn1nnc2ccccc21	-3	-5	0.2	-0.2
O=C(Nc1ccc(F)c(F)c1)c1ccc(N2CC3CC(C2)c2cccc(=O)n2C3)c(NC(=O)c2cccc(C(F)(F)F)c2)c1 (stereo not given)	-15	-10	-0.3	0.4
Cc1ccc(NC(=O)CN(C)S(=O)(=O)c2ccc(Br)cc2)cc1Cl	4	18	0.1	9.5*
Cc1ccc(N2C(=O)CSC23C(=O)Nc2ccccc23)c(C)c1 (stereo not given)	2	-1	-0.8	-0.8
Cc1cn(C(=O)C(C)N2C(=O)c3ccccc3C2=O)c(C)n1 (stereo not given)	0	-9	0.1	-3.2
CCc1cccc(NC(=O)CSc2nc3ccccc3n2CC(=O)N2CCCC2)c1	-4	0	-0.1	-0.5
O=C(CNC1CCCCC1)Nc1ccc(Cl)cc1	-8	-17	-0.2	1.5
CCCC(=O)Nc1ccc(-c2ccc(NC(=O)CCC)cc2)cc1	-5	6	0.2	0.6
COc1cccc(N2CC(NC(=O)NCCC3=CCCCC3)CC2=O)c1 (stereo not given)	15	2	-0.1	0.6
CCOC(=O)c1ccc(-n2c(=S)sc3c2nc(SCC(=O)NC2CCCCC2)n2c4ccccc4nc32)cc1	11	7	-0.1	-1.3
c1ccc(CNc2nc(Nc3ccncn3)nc3nc[nH]c23)cc1	-17	7	0.2	-0.4
Cc1nc2c(c(=O)[nH]1)CCN(Cc1cccn1-c1cccnc1)C2	-1	-10	0.1	-0.1
COCCCNCCOc1ccc(Cl)cc1C(C)(C)C	-5	49	-0.1	2.2
Cc1cc(N)ccc1-c1cc2ccccc2oc1=O	-14	-7	0.1	0.3
Cc1ccc(C(=O)Nc2ccc(N3CCC(N(C)CC(O)CO)CC3)cc2)c(C)c1 (stereo not given)	-7	5	0.7	-0.2
COc1ccc(-c2cc(C(=O)NCCO)ccn2)cc1	-6	4	-0.1	0.5
COC(=O)C(CC(=O)c1ccc(Cl)cc1)c1cc(=O)oc2cc(OC)ccc12 (stereo not given)	7	17	0.2	-0.2
Oc1ccc(CN2CCN(c3ccc(F)cc3)CC2)c2cccnc12	-9	38	-0.6	4.6
COC(=O)C(CC(C)C)NC(=O)c1cc(-c2ccccc2)nc2ccccc12 (stereo not given)	9	1	0.0	0.1
COc1cc(Cl)c(C)cc1NC(=S)N(Cc1ccccc1)Cc1cccnc1	-14	-2	-0.3	0.3
O=C1OC(c2ccco2)=N/C1=C\c1ccccc1F	-3	1	-0.1	-1.0
COc1ccc(CC(=O)NNC(=O)C(=O)NC(C)C)cc1OC	8	21	0.0	1.3
CCNC(=O)c1nn(CC2CC2)c2c1CN(Cc1ccc(OC)cc1)CC2	2	-3	-0.2	-1.0
O=c1[nH]c(=S)[nH]c2c1C1(CCCCC1)Cc1ccccc1-2	13	1	0.1	0.7
COc1ccc(-c2ccc(N3CCN(C(=O)c4ccccn4)CC3)nn2)cc1OC	-2	-6	-0.2	0.0
COc1ccc(Nc2cc(N(C)C)c3nonc3c2[N+](=O)[O-])cc1	-1	1	-0.7	0.1
CCC(CC)COC(=O)C1=C(C)NC(=O)CC1c1ccc([N+](=O)[O-])cc1 (stereo not given)	-18	-6	0.1	-0.1
COc1ccccc1N(C(F)F)S(=O)(=O)c1cc([N+](=O)[O-])ccc1C	-8	7	-0.2	-0.4
Brc1ccc(CN2CCN(C/C=C/c3ccccc3)CC2)o1	3	49	-0.3	0.9
COC(=O)[C@@H](NC(=O)CCC1(Cc2ccccc2)CCC(=O)N1)c1ccccc1 (stereo not given in full)	-66	-8	-0.1	-2.0
COc1cc2cc(C#N)c(SCC(=O)N3CCN(c4ccccc4)CC3)nc2cc1OC	15	7	-0.1	1.0
CCOC(=O)c1ccc(NC(=O)Cn2cc3c(n2)CCCCC3)cc1	8	-1	0.1	0.5
CC1CCC2(CC1)NC(=O)N(CN(C)CCOc1ccccc1)C2=O (stereo not given)	-4	-2	0.1	2.4
O=C(Nc1ccc2nn(-c3cccc(Cl)c3)nc2c1)c1ccc(Cl)cc1Cl	4	-1	-0.2	0.7
CCc1ccc(NC(=O)CNCC(C)O)cc1 (stereo not given)	-9	56*	-0.1	2.5
O=C(NC(=O)N1CCOCC1)c1ccc([N+](=O)[O-])cc1	-2	3	0.3	0.6
O=C(Nc1ccccc1F)C1CCC(C(=O)Nc2ccccc2F)CC1 (stereo not given)	7	10	0.1	1.2
Cc1ncsc1C(=O)Nc1cccc2c1C(C)CC2(C)C (stereo not given)	12	5	0.1	0.6
Cc1cc2c(NCc3ccccc3)ncnc2s1	17	-7	0.2	2.0
Cc1ccc(N=Cc2c(O)cc(C)oc2=O)cc1	-4	3	-0.2	1.7
CC(=O)c1cccc(NC(=O)c2cc3c(=O)n4cccc(C)c4nc3s2)c1	2	-18	0.2	0.3
CCN(CC)CCn1c(=S)[nH]c2cc(C(=O)NCCCOC)ccc2c1=O	2	6	0.0	-0.7
COc1ccc(-c2cc(C(F)(F)F)n3ncc(C(=O)NCc4cccs4)c3n2)cc1OC	-6	8	-0.2	1.7
COc1ccc(-c2noc(CN3[C@H](C)CCC[C@@H]3C)n2)cc1	5	12	0.0	1.2
CC(C)(C)N1C(=O)c2ccc(C(=O)Nc3cccc(O)c3)cc2C1=O	89*	5	0.2	-0.5
COc1ccccc1NC(=O)Nc1cccc2ccccc12	9	4	0.0	-1.2
NC(=O)/C(=C/c1ccc2c(c1)OCO2)NC(=O)c1ccccc1Br	-8	14	0.0	0.3
Cc1cc(C)c2c(C)cc(Nc3ccccc3)nc2c1	1	8	0.2	-0.6

Filtered by structure, the entries above containing fluorine.
SMILES	TEAD-YAP inh	MITF inh	FBW7 activator	GPR151 ag
CC(=O)NC1(c2cccc(C(F)(F)F)c2)CCN(c2cc(N)nc(C)n2)CC1	-1	-2	-0.2	-1.4
CCOC(=O)c1nn(-c2ccc(F)cc2)c(=O)c2c(NC(=O)CCl)scc12	-3	-7	-0.1	1.3
O=C(Cc1cccc(F)c1)NCc1nnc2n1CCN(Cc1cccc3cccnc13)CC2	-12	11	-0.1	-0.7
O=C1C(Sc2ncn[nH]2)=C/C(=N/S(=O)(=O)c2ccc(F)cc2)c2ccccc21	16	9	0.1	-0.8
O=C(CCN1CCc2ccccc2C1)Nc1ccccc1F	-1	3	-0.1	-0.7
CCC(C)(C)C(=O)Nc1cc([N+](=O)[O-])ccc1F	-7	-5	-0.1	1.3
O=C(Nc1ccc(F)c(F)c1)c1ccc(N2CC3CC(C2)c2cccc(=O)n2C3)c(NC(=O)c2cccc(C(F)(F)F)c2)c1 (stereo not given)	-15	-10	-0.3	0.4
Oc1ccc(CN2CCN(c3ccc(F)cc3)CC2)c2cccnc12	-9	38	-0.6	4.6
O=C1OC(c2ccco2)=N/C1=C\c1ccccc1F	-3	1	-0.1	-1.0
COc1ccccc1N(C(F)F)S(=O)(=O)c1cc([N+](=O)[O-])ccc1C	-8	7	-0.2	-0.4
O=C(Nc1ccccc1F)C1CCC(C(=O)Nc2ccccc2F)CC1 (stereo not given)	7	10	0.1	1.2
COc1ccc(-c2cc(C(F)(F)F)n3ncc(C(=O)NCc4cccs4)c3n2)cc1OC	-6	8	-0.2	1.7
